# High-throughput results (PubChem BioAssay)
# GLD-1 TGE inh – GLD-1/TGE RNA complex disruptors, primary screen, biochemical, fluorescence polarization. Female germline-specific tumor suppressor gld-1 (Caenorhabditis elegans), Q17339. purified GLD-1 + fluorescein TGE RNA. inhibition, % at 5.96 µM. 320,000 compounds, 0.44% hits. AID 2280, 2010;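 active means percent inhibition above a per-plate cutoff, the plate mean of test compounds plus 3 SD, cut at about 30% in these data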;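 further: 0% = DMSO wells with GLD-1 and probe and 100% = wells lacking GLD-1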
# Fam108B counter – mouse Fam108B serine hydrolase inhibitors, primary screen, counter-screen for RBBP9 inhibitor project, biochemical, fluorescence polarization | inhibition, % at 9.51 µM | recombinant Fam108B, FP-Rh probe fluorescence polarization | AID 1947, 2009 | 300,000 compounds, 0.33% hits;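 active means inhibition above the screen mean inhibition plus 3 SD, computed separately per campaign, cut at about 18% in these data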;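 further: inhibitors lower polarization as less probe binds the enzyme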
# CR mimetic SO – reduction of superoxide in aged yeast, primary screen, HTS; S. cerevisiae aged cells, superoxide DHE fluorescence; stronger effect = lower value; superoxide response (% of plate mean), % at 10 µM; 330,000 compounds, 0.18% hits;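 active means superoxide response under a set limit, about three screen SD below normal, cut at about 65% in these data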;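 further: yeast aged for seven days with compound at 30 °C before DHE staining; 100% = average MFI of all compound-treated wells on the plate with controls excluded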
# MCL1-BIM inh – inhibitors of MCL1 binding to BIM-BH3, primary screen, biochemical, fluorescence polarization. inhibition, % at 10.9 µM. Induced myeloid leukemia cell differentiation protein Mcl-1 (Homo sapiens), Q07820. GST-MCL1 / FITC-Bim-BH3 fluorescence polarization. 320,000 compounds, 0.68% hits;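 active means inhibition above the mean inhibition of all tested compounds plus 3 SD, set per campaign, cut at about 40% in these data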;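 further: 0% = DMSO wells and 100% = unlabeled Bim-BH3 peptide control; higher means more loss of mP so more displacement of Bim peptide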
# Target sequence (Q07820 whole entry, looked up): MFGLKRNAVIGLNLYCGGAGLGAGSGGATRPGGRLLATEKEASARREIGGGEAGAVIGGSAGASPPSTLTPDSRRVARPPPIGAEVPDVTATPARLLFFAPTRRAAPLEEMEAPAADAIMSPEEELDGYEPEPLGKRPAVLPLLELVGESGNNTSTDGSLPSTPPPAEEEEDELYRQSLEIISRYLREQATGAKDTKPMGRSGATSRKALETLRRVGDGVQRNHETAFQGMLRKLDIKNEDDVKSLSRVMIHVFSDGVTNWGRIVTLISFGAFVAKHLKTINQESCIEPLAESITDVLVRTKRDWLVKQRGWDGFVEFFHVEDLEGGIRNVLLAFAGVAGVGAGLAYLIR
# Bcl-xL primary – inhibitors of human Bcl-xL, primary screen, biochemical, fluorescence polarization, HTS | inhibition, % at 10.9 µM | 320,000 compounds, 0.7% hits | GST-Bcl-xL / FITC-Bim BH3 peptide fluorescence polarization | AID 2129, 2009 | Bcl-2-like protein 1 (Homo sapiens), Q07817;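 active means inhibition above the mean of all tested compounds plus 3 SD, cutoff set per campaign, cut at about 30% in these data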;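 further: 0% = DMSO wells and 100% = unlabeled Bim-BH3 peptide competitor; inhibitors lower millipolarization by displacing the labeled peptide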
# EBNA-1 inh – EBNA-1 DNA-binding inhibitors, primary screen, biochemical, fluorescence polarization; inhibition, % at 14.8 µM; 300,000 compounds, 0.34% hits; AID 1950, 2009; in the data active means inhibition above about 28%
# Efflux pump mplx – inhibitors of Candida efflux pumps in yeast, primary screen, S. cerevisiae, Nile Red, multiplex. S. cerevisiae Candida pump triplex. 330,000 compounds, 0.44% hits. inhibition, % at 10 µM;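 active means plate passing quality check with inhibition over a set limit, or well fluorescence over plate mean plus 4 SD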;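 further: Nile Red retained in pooled yeast measured as flow cytometry median fluorescence; 0% = buffer negative control and 100% = Enniatin B positive control; higher means more Nile Red kept so more efflux inhibition; some compounds called inactive have numbers as strong as hits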
# ZTA DNA inh – blocks Epstein-Barr virus ZTA, an EBNA-1 counter-screen | ZTA-DNA binding, fluorescence polarization | inhibition, % at 11 µM | 320,000 compounds, 0.15% hits; in the data active means inhibition above about 33%
# Target sequence (P03206 whole entry, looked up): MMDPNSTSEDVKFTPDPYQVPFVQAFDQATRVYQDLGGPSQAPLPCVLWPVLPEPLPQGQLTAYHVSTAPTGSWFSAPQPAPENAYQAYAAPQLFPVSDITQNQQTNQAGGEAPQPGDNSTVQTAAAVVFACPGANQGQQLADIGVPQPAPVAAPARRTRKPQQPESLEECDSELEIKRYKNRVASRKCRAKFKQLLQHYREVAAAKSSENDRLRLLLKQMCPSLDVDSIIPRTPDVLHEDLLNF
# MEX-5 binding – MEX-5 zinc finger RNA-binding disruptors – biochemical, C. elegans, fluorescence polarization, MLPCN library, primary screen; Zinc finger protein mex-5 (Caenorhabditis elegans), Q9XUB2; MEX-5/FITC-TCR2 RNA binding; stronger effect = lower value; activity score (negative = inhibition of binding), % at 10 µM; 300,000 compounds, 0.38% hits; AID 1832, 2009;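 active means inhibition past about -25% in most replicates, and total fluorescence under double the plate's negative control median, limit read from the data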;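 further: 0% = DMSO and -100% = 5 µM competing unlabeled TCR2 RNA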
# Target sequence (Q9XUB2 whole entry, looked up): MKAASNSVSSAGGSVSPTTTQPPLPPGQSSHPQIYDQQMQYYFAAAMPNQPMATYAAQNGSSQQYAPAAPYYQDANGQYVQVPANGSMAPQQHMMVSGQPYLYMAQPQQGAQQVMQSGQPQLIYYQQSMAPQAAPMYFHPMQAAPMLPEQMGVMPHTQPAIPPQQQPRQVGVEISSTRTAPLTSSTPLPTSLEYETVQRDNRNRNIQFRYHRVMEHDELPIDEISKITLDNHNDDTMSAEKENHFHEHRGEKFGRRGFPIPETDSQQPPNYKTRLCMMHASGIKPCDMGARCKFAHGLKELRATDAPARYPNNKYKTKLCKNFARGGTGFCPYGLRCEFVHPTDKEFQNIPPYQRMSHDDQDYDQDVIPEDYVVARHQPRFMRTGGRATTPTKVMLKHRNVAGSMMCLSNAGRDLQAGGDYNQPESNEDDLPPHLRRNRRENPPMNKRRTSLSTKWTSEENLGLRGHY
# Numbers without * were called inactive; . = no result given. Some of the compounds tested (hit frequency here may not be typical).
Molecule	MEX-5 binding	GLD-1 TGE inh	Fam108B counter	CR mimetic SO	ZTA DNA inh	Bcl-xL primary	EBNA-1 inh	MCL1-BIM inh	Efflux pump mplx
CC(=O)Nc1ccc2c(c1)CC1(C(=O)N(C)C(=O)N(C)C1=O)C1CCCN21 (configuration not stated)	-2.7	8	5	103	7	21	-2	18	0.0
CC[C@@]1(O)C(=O)OCc2c1cc1n(c2=O)Cc2cc3c(NC(=O)CN)cccc3nc2-1	1.1	7	0	89	0	3	-3	9	0.1
NS(=O)(=O)OC(CCc1ccccc1)C(Cl)(Cl)Cl (configuration not stated)	-0.5	-2	3	105	-1	9	8	10	0.0
N#CC(c1cccnc1)N1CCOCC1 (configuration not stated)	-0.2	0	4	101	-8	5	-11	9	0.0
COC(=O)C1=C(c2ccc(OC(F)(F)F)cc2)C[C@@H]2CC[C@H]1N2C(=O)NCCOc1ccc(OC)cc1	.	5	.	92	-2	-1	.	9	0.1
O=C1NC2NC(=O)N([N+](=O)[O-])C2N1 (configuration not stated)	1.9	1	-2	109	-12	3	-4	3	0.3
Cc1cc(OCC(=O)N2CCCN(C)CC2)ccc1Cl	-0.7	4	2	97	5	2	0	5	-0.4
Clc1cccc(CN2CCCCC2c2cccnc2)c1 (configuration not stated)	-0.6	-7	-2	101	-10	6	6	0	0.0
O=C(O)c1cccc(NC(=O)N2C[C@H]3C[C@@H](C2)c2cccc(=O)n2C3)c1	0.6	7	-1	95	-1	0	-15	-2	-0.1
COC(=O)C(C)Oc1cc(C)cc2oc(=O)c3c(c12)CCC3 (configuration not stated)	-0.9	-2	-1	99	-2	2	-1	3	-0.1
CSc1ccccc1C(=O)C1CCCN(Cc2ccccn2)C1 (configuration not stated)	1.4	3	13	100	23	4	3	11	-0.1
C=CCn1c(O)c(C(CC)=NCCc2c[nH]c3ccccc23)c(=O)[nH]c1=O	-0.8	3	2	99	4	-2	3	-5	0.1
Cc1ccccc1-n1c(O)c(/C=N/NC(=O)c2ccncc2)c(=O)[nH]c1=O	-0.2	2	0	93	10	8	-5	6	-0.1
O=C1CN=C(c2ccccc2F)c2cc(Cl)ccc2N1	-0.3	6	-4	98	-12	2	-1	4	0.0
Cc1ccc(CS(=O)(=O)Cc2ccc(C(=O)N3CCC4(CC3)OCCO4)o2)cc1	0.6	3	1	105	-4	7	17	1	-0.1
CCCC1C(C#N)=C(N)Oc2c1c(=O)oc1ccccc21 (configuration not stated)	-0.2	-2	0	104	11	1	-3	-1	-0.1
O/N=C/c1c[nH]c2ccccc12	0.8	-11	-4	106	1	2	5	-1	-0.1
O=C1CC(=O)N(c2ccc(Cl)cc2Cl)C(=O)N1	12	-29	0	107	7	-40	11	-60	-0.1
COc1ccc(OC)c(C(O)C2CCCCN2)c1 (configuration not stated)	2.7	-3	-3	114	-2	4	-9	-2	0.1
CO[C@H]1C=C2CCN(C)[C@H]2C2c3cc4c(cc3C(=O)O[C@@H]21)OCO4 (some centres not stated)	.	0	-5	95	4	3	5	4	-0.1
CCOC(=O)C(NC(C)=O)C(OC(C)=O)c1cccc(N(CCCl)CCCl)c1 (configuration not stated)	3.3	0	5	99	6	9	10	7	0.0
FC(F)(F)c1cccc(C2NCc3ccccc3-n3cccc32)c1 (configuration not stated)	-0.8	0	-3	92	-12	6	7	8	0.1
COC(=O)C1=C(c2cc3ccccc3o2)C[C@@H]2CC[C@H]1N2C(=O)NCc1ccccc1	-6.1	1	-3	103	-3	5	-5	7	0.1
COc1cccc(-n2c(O)c(C=NCCN3CCNCC3)c(=O)[nH]c2=S)c1	-0.1	4	0	100	-3	9	8	10	-0.1
Cc1cccnc1NC1=NCC(C)S1 (configuration not stated)	-1.4	-2	-5	108	2	6	-1	3	0.1

# (continued)
Molecule	MEX-5 binding	GLD-1 TGE inh	Fam108B counter	CR mimetic SO	ZTA DNA inh	Bcl-xL primary	EBNA-1 inh	MCL1-BIM inh	Efflux pump mplx
C[C@]12CCC(=O)CC1CCC1C2CC[C@]2(C)C(OC(=O)CCC(=O)O)CCC12 (some centres not stated)	-0.6	6	2	64*	-4	6	9	3	0.0
CN1CCCN(C(=O)COc2ccccc2Br)CC1	0.2	-4	-1	112	-1	7	-1	6	-0.1
CCCCn1c(=O)c(C(=O)NCc2ccco2)c(O)c2ccccc21	-0.6	-2	-8	101	-7	1	-10	-6	0.0
CCCCCCCSc1cc(OC)c(CCNC)cc1OC	-0.5	-4	5	107	-2	-1	-5	-1	0.1
c1cncc(C2CC(c3cccs3)n3ncnc3N2)c1 (configuration not stated)	-19	2	-5	95	-1	2	-1	5	0.0
Nc1ccc(CCN2CCCC2)cc1	2.4	-3	0	94	10	3	6	8	-0.1
O=c1[nH]c(O)c(N=Nc2ccc3c(c2)OCCO3)c(=O)[nH]1	-0.6	-14	4	118	3	-5	-14	-9	0.2
CN(C)C1(c2nnnn2-c2ccc(Cl)cc2)CCCCC1	1.0	0	1	98	4	-2	2	-1	-0.1
COC(=O)C1=C(c2ccccc2OCc2ccccc2)C[C@@H]2CC[C@H]1N2C(=O)NCc1ccc(C(C)(C)C)cc1	.	1	.	103	4	2	.	3	0.0
COC(=O)C1=C(c2ccc(OC)c(OC)c2)C[C@@H]2CC[C@H]1N2C(=O)NCCOc1ccc(OC)cc1	.	2	.	99	-4	4	.	6	0.0
CC(Cc1ccccc1)NC(=O)Cc1ccc([N+](=O)[O-])cc1 (configuration not stated)	3.6	2	3	100	-14	2	-21	-4	-0.1
O=C1CC(c2cccnc2)=NN1c1ccccc1	-0.8	-1	7	93	11	4	2	4	-0.1
CN(C)c1ccc(C(=O)c2ccc(N(C)C)cc2)cc1	-2.1	5	0	86	-2	6	18	2	0.0
O=C1NC(=O)C2(Cc3ccccc3N3CCCC32)C(=O)N1c1ccc(Cl)cc1 (configuration not stated)	-0.3	-12	-2	109	-9	-3	-9	-4	0.1
COc1ccc2[nH]c(C)c(CCNCc3cn(C)c4ccccc34)c2c1	.	0	.	83	12	5	.	7	0.0
CCCC1(CCC)C(=O)NC(=Nc2ccccc2)NC1=O	0.7	5	0	107	-8	0	5	4	-0.1
NP(=O)(OCCCc1ccccc1)c1ccccc1 (configuration not stated)	1.3	8	-6	97	4	5	-2	2	-0.1
CC(C)OC(=O)C1C2c3ccccc3C(c3ccccc32)C1C(=O)O (configuration not stated)	-0.6	9	4	101	-13	5	-4	9	0.1
NCCc1ccc(S(N)(=O)=O)cc1	-0.5	1	-10	102	-11	3	-16	-2	0.1
CCOc1cc(CNCCc2c[nH]c3ccccc23)cc(Cl)c1OC	-1.0	3	1	104	-8	4	1	4	0.0
CN1CC(C(=O)c2ccc(Cl)cc2)C(c2ccc(N(C)C)cc2)C1 (configuration not stated)	-0.8	-9	7	98	10	5	-4	-3	0.1
CC[N+](C)(CC)CCCOC(=O)C(O)(c1ccccc1)C1CCCCC1 (configuration not stated)	-5.4	-7	-8	88	8	-3	-2	-10	0.1
Cc1ccc(C2=NC(C)(C)N3C2C3c2ccc([N+](=O)[O-])cc2)cc1 (configuration not stated)	-0.2	5	1	95	3	6	10	1	-0.1
CCCCc1ccc(NC2=NCCCS2)cc1	3.2	1	-8	74	-3	2	2	2	-0.2
CC(=O)C1(c2ccccc2)CCN(C(=O)C2CCC(=O)N(CCc3cccc(F)c3)C2)CC1 (configuration not stated)	-0.5	-7	0	102	3	3	3	1	0.0

# A few values from above.
# Under Fam108B counter, Cc1ccc(C2=NC(C)(C)N3C2C3c2ccc([N+](=O)[O-])cc2)cc1 (configuration not stated) reads 1
# Under ZTA DNA inh, O=C1NC(=O)C2(Cc3ccccc3N3CCCC32)C(=O)N1c1ccc(Cl)cc1 (configuration not stated) reads -9
# Under GLD-1 TGE inh, CCOc1cc(CNCCc2c[nH]c3ccccc23)cc(Cl)c1OC reads 3
# Under GLD-1 TGE inh, COC(=O)C1=C(c2ccc(OC)c(OC)c2)C[C@@H]2CC[C@H]1N2C(=O)NCCOc1ccc(OC)cc1 reads 2
# Under ZTA DNA inh, CCCCn1c(=O)c(C(=O)NCc2ccco2)c(O)c2ccccc21 reads -7
# Under Bcl-xL primary, O=C1CC(c2cccnc2)=NN1c1ccccc1 reads 4
# Under Efflux pump mplx, c1cncc(C2CC(c3cccs3)n3ncnc3N2)c1 (configuration not stated) reads 0.0

# Carrying on.
Molecule	MEX-5 binding	GLD-1 TGE inh	Fam108B counter	CR mimetic SO	ZTA DNA inh	Bcl-xL primary	EBNA-1 inh	MCL1-BIM inh	Efflux pump mplx
CCC(C)C1(CC)C(=O)NC(=O)N=C1N (configuration not stated)	0.1	-5	-2	92	-7	4	7	-1	0.1
C[C@H]1C[C@@H](C)C(=O)[C@@H]([C@H](O)CC2CC(=O)NC(=O)C2)C1	-0.5	6	2	103	12	1	2	5	0.1
CC1CCN(CC#CCOc2ccc(Cl)cc2)CC1	-1.0	3	3	92	4	-1	-2	2	0.1
COc1ccc(CCNCc2ccccc2F)cc1	0.0	-2	-2	102	-1	1	3	4	0.1
O=c1oc2ccccc2c(O)c1C(c1ccccn1)c1c(O)c2ccccc2oc1=O	0.0	-1	5	106	-1	2	7	0	0.0
O=C1/C(=C\c2cc3c(cc2Cl)OCO3)N2CCC1CC2	2.0	4	-5	96	-11	3	-5	3	-0.1
COc1ccc(C(C)=O)cc1CC(C(=O)c1ccc(C)cc1)N(C)C (configuration not stated)	4.6	1	0	93	-5	1	4	1	0.0
CCCNC(=O)N1[C@H]2CC[C@@H]1C(C(=O)OC)=C(c1ccc(F)cc1F)C2	.	-6	.	101	7	6	.	6	-0.1
O=c1c2ccccc2nc(-c2ccccc2)n1-c1nccs1	3.6	5	0	104	1	9	1	4	0.1
CCCCN1C(=O)NC(=O)C2(Cc3c(nc4c(C)cccn4c3=O)N3CCc4ccccc4C32)C1=O (configuration not stated)	-1.6	5	-4	93	-18	4	1	1	0.1
CCC(C)N1CCN(C(=O)Cc2ccccc2)CC1 (configuration not stated)	1.4	5	-1	89	11	5	-2	4	-0.1
CCOC(=O)CN1C(=O)C2(C(C#N)=C(N)Oc3ccccc32)C(C(=O)OC)=C1C (configuration not stated)	0.3	6	-7	118	-30	5	-9	6	0.0
Fc1ccc(C2NCCc3[nH]cnc32)cc1 (configuration not stated)	1.4	1	-7	105	-1	3	-1	4	-0.4

# A second format for part of the listing above.
# Each structure is followed by: MEX-5 binding, GLD-1 TGE inh, Fam108B counter, CR mimetic SO, ZTA DNA inh, Bcl-xL primary, EBNA-1 inh, MCL1-BIM inh, Efflux pump mplx
O=C1/C(=C\c2cc3c(cc2Cl)OCO3)N2CCC1CC2
 : 2.0, 4, -5, 96, -11, 3, -5, 3, -0.1
COc1ccc(C(C)=O)cc1CC(C(=O)c1ccc(C)cc1)N(C)C (configuration not stated)
 : 4.6, 1, 0, 93, -5, 1, 4, 1, 0.0
